Compound activity from PubChem BioAssay.
ANO1 activ: mouse TMEM16A channel activation, primary screen; Q8BHY3; HEK293 TMEM16A/YFP-H148Q/I152L, iodide quench fluorescence; stronger effect = lower value; B-score at 10 µM; hit rate 0.3% among 340,000; AID 623877;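 active = fluorescence-ratio B-score plate-corrected deviation score at least 3 library SD below zero, with starting fluorescence score within 5 deviations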;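 note: channel opened by trigger with iodide after compound preincubation; score built on the fluorescence ratio of max minus min over baseline; more negative score means more quench and so TMEM16A activation or potentiation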
MrgX1 agonist: human MrgX1 receptor agonism, primary screen; Q96LB2; MrgX1-HEK293 cells, Fluo-4 calcium fluorescence, agonist mode; stronger effect = higher value; B-score at 10 µM; hit rate 0.44% among 310,000;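 active = calcium response B-score plate-corrected fluorescence ratio at least 3 library SD, with starting fluorescence B-score inside 5 SD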
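Test system: HEK293 cells stably expressing human MrgX1 receptor; Input: fifteen thousand cells per well; Dosing: compound delivered in addition one of three; Schedule: overnight seeding, then 1 h dark dye loading; Technique: Fluo-4 NW calcium fluorescence; Measure: B-scored fluorescence response ratio; Controls: positive and negative controls per plate.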
TRPC4 block: inhibitors of mouse TRPC4 channel | Q9QUQ5 | HEK293 TRPC4beta/mu-opioid, DAMGO-evoked Fluo4 calcium flux; stronger effect = lower value | B-score at 10 µM | hit rate 0.39% among 300,000;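 active = B-score over 3 SD under the library average, no early fluorescence shift, positive overall ratio signal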
Target sequence (Q9QUQ5 whole entry, looked up): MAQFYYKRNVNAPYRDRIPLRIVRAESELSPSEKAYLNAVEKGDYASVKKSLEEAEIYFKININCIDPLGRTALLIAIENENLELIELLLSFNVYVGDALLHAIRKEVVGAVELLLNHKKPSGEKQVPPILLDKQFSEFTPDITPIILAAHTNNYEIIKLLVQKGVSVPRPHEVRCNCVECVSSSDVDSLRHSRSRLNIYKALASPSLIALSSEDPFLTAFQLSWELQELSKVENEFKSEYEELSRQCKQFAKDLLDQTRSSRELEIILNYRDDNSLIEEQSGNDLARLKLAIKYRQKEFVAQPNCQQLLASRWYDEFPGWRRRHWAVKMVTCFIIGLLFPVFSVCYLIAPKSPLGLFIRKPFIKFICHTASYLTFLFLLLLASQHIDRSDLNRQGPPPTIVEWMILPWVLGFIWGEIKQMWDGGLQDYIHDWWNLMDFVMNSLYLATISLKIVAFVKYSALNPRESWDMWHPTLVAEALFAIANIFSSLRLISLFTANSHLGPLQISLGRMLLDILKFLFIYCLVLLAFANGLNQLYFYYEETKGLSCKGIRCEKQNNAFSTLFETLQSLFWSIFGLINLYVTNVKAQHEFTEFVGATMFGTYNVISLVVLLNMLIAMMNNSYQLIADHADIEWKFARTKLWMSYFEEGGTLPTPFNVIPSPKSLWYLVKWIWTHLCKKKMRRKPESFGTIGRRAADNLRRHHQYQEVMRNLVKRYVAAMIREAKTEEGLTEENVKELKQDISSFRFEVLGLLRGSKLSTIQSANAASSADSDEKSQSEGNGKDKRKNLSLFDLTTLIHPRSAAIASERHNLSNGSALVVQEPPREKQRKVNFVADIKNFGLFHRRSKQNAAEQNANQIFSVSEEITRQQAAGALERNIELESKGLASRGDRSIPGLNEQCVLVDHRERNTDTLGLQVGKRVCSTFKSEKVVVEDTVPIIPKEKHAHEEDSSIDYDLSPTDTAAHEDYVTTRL
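Assay system: HEK293 cells with stable TRPC4beta plus mu-opioid receptor expression; Probe or stimulus: DAMGO in two steps, submaximal then maximal; Dosing: single-point compound dosing; Measured by: Fluo4 calcium-dye fluorescence, kinetic read; Read-out basis: B score from integrated Fluo4 fluorescence ratio.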
MrgX1 antag: antagonists of human MrgX1 receptor; MRGX1-HEK293 calcium flux, Fluo-4, BAM8-22 antagonism; stronger effect = lower value; B-score at 10 µM; hit rate 1.3% among 310,000;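 active = calcium-response B-score plate-corrected more than 3 library SD below zero, starting fluorescence within 5 deviations, no agonist response on first addition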;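 note: peak minus trough fluorescence over baseline after final BAM8-22 challenge near maximal dose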
MrgX1 PAM: allosterically activates human MrgX1 receptor signaling. Q96LB2. MrgX1-HEK293, Fluo-4 calcium flux, FDSS; stronger effect = higher value. B-score at 10 µM. hit rate 0.63% among 310,000;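 active = plate-corrected calcium response at least 3 library SD above typical, normal starting fluorescence, not activating the receptor alone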;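 note: compound read alongside a low EC10 to EC30 dose of BAM8-22 agonist; peak minus trough fluorescence over baseline measured at the second addition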
TRPC4 act: activators of mouse TRPC4 channel. HEK293 TRPC4beta/mu-opioid, Fluo4 calcium fluorescence; stronger effect = higher value. hit rate 0.49% among 310,000. AID 2237. B-score at 10 µM;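 active = B-score above 5 SD of library B-scores, and initial fluorescence ratio not above library mean plus 5 SD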;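 note: positive B-score marks a calcium rise read as TRPC4 activation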
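System: HEK293 cells stably co-expressing mouse TRPC4beta and mu-opioid receptor; Schedule: Fluo4 dye loading 45 min at room temperature, 110 s recording; Detection: Fluo4 fluorescence, kinetic; Evaluation: B-scored integrated calcium fluorescence ratio; Controls: buffer (low) and maximal DAMGO (high).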
TMEM16A inh: mouse TMEM16A channel inhibition, primary screen. Q8BHY3. HEK293 TMEM16A/YFP iodide influx fluorescence, ionomycin. normalized B-score (activity score, 25-100; higher = stronger inhibition) at 10 µM. hit rate 1.2% among 310,000;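 active = ratio plate-corrected score three or more library SD toward inhibition, starting fluorescence score within five deviations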;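 note: score derived from kinetic fluorescence span divided by baseline fluorescence per well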
RGS4 block: inhibitors of human RGS4; P49798; HEK293 M3R/RGS4 inducible, Fluo-4 calcium flux; stronger effect = higher value; triggered by carbachol at its EC20; B-score at 10 µM; hit rate 0.45% among 310,000; AID 463165;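 active = B-score, a plate-corrected calcium signal, over three deviations above library mean, with baseline fluorescence within five deviations of library mean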;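 note: RGS4 expression induced by doxycycline in cells with stable M3 receptor; B-score is computed from the integrated fluorescence ratio over baseline after carbachol; higher B-score means a larger calcium signal and so more RGS4 inhibition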
TRPC4 potent: allosteric potentiators of mouse TRPC4 channel; Q9QUQ5; B-score at 10 µM; hit rate 0.42% among 310,000; AID 2227; HEK293 TRPC4beta/mu-opioid, DAMGO EC20, Fluo-4 Ca2+ flux; stronger effect = higher value;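 active = B-score of calcium response area above 5 SD of library B-scores, with initial fluorescence ratio within 5 SD of library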;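 note: B-score of integrated fluorescence ratio over time as area under calcium response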
TRPC6 activator: activators of mouse TRPC6 channel | HEK293-TRPC6 membrane potential dye fluorescence; stronger effect = higher value | B-score at 10 µM | hit rate 0.13% among 310,000 | AID 2550;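 active = B-score of the integrated fluorescence ratio above library mean plus 3 SD, and starting fluorescence ratio within library mean plus 5 SD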;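 note: higher score means more depolarization so channel activation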
TRPC6 inhibitor: inhibitors of mouse TRPC6 channel. Q61143. B-score at 10 µM. hit rate 1.1% among 310,000. HEK293-TRPC6, membrane potential dye, ACh-evoked depolarization; stronger effect = lower value;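 active = B-score under library mean minus 3 SD, initial fluorescence not abnormally high, positive integrated signal ratio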;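 note: B-score derived from integrated fluorescence ratio over the kinetic read; more negative B-score means stronger inhibition of depolarization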
Starred values were filed as active, the others as inactive; i = inactive; nt = not tested or not shown. Rows were taken by chance; any-hit rate near 5.8%.

SMILES	ANO1 activ	MrgX1 agonist	TRPC4 block	MrgX1 antag	MrgX1 PAM	TRPC4 act	TMEM16A inh	RGS4 block	TRPC4 potent	TRPC6 activator	TRPC6 inhibitor
COc1cccc(C(=O)NCCN2C(=O)S/C(=C/c3cccs3)C2=O)c1OC	i	i	i	i	i	i	i	i	i	i	i
COc1ccc(S(=O)(=O)NCC(c2cccnc2)N2CCN(Cc3ccccc3)CC2)cc1 (stereo not given)	i	i	i	i	i	i	i	i	i	i	i
CCOc1ccccc1CN1CCNC(=O)C1CC(=O)NC1CCCCC1 (stereo not given)	i	i	i	i	i	i	i	i	i	i	i
O=C(NCc1ccco1)C1CCN(c2nc3ccccc3n2Cc2ccc(F)cc2)CC1	i	i	i	i	i	i	i	i	i	i	i
O=C(CSc1nnc(NC(=O)c2ccc(F)cc2)s1)NC1CC1	i	i	i	i	i	i	i	i	i	i	i
CCC1CCCCN1C(=S)Nc1ccc(S(=O)(=O)Nc2ncccn2)cc1 (stereo not given)	i	i	i	i	i	i	i	i	i	i	i
Cc1nn(Cc2cccc(C(=O)O)c2)c(C)c1[N+](=O)[O-]	i	i	i	i	i	i	i	i	i	i	i
CCOC(=O)Cc1c(C)nc2c(-c3ccc(Cl)cc3)cnn2c1C	i	i	i	i	i	i	i	i	i	i	i
N#CCSc1nc2c(cc1C#N)CCCC2	i	i	i	i	i	i	i	i	i	i	i
COc1ccc(-c2ccc(SC)nn2)cc1	i	i	i	i	i	i	i	i	i	i	i
CN1C2CCC1CC(NC(=O)CSc1ccc(Cl)cc1)C2 (stereo not given)	i	i	i	i	i	i	i	i	i	i	i
O=S1(=O)CCN=C2SC3=C(CCCC3)N21	i	i	i	i	i	i	i	i	i	i	i
N=c1ccn(Cc2ccc(Cl)cc2)cc1	i	i	i	i	i	i	i	i	i	i	i
Cc1ccc(CSCC2Nc3ccc(C(=O)N4CCN(c5ccc(F)cc5)CC4)cc3NC2=O)cc1 (stereo not given)	i	i	i	i	i	i	i	i	i	i	i
O=C(Nc1ccccc1)/C(=C\c1ccc2c(c1)OCO2)NC(=O)c1ccco1	i	i	i	i	i	i	i	i	i	i	i
COCC(=O)n1nc(-c2ccccc2)nc1NCc1ccc(N(C)C)cc1	i	i	i	i	i	i	i	i	i	i	i
COc1ccc(Br)cc1/C=N/NC(=O)c1ccco1	i	i	i	i	i	i	i	i	i	i	i
COc1ccc(NC(=S)NCCCN2CCN(C3CCCCC3)CC2)cc1	i	i	i	i	i	i	i	i	i	i	i
CCCOc1ccc(CNC(=O)Cn2ncc3ccccc32)cc1	i	i	i	i	i	i	i	i	i	i	i
CCn1c(-c2ccccc2Cl)nn(CC(=O)Nc2ccccc2OC)c1=S	i	i	i	i	i	i	i	i	i	i	i
CC1(C)Oc2cc(N)c([N+](=O)[O-])cc2O1	i	i	i	i	i	i	i	i	i	i	i
O=C(CNC(=O)c1ccccc1F)OC(C(=O)Nc1cc(C(F)(F)F)ccc1Cl)c1ccccc1 (stereo not given)	i	i	i	i	i	i	i	i	i	i	i
CCCN1CCN(C(=O)Nc2ccc(C(=O)OCC)cc2)CC1	i	i	i	i	i	i	i	i	i	i	i
CCOC(=O)c1sc(NC(=O)OC)c(C(=O)OC)c1C	i	i	i	i	i	i	i	i	i	i	i
CC(=O)c1ccc(NC(=O)C2CCCNC2=O)cc1 (stereo not given)	i	i	i	i	i	i	i	i	i	i	i
COc1cccc(-n2cc(C(=O)NC(C)C)c3ccccc3c2=O)c1	i	i	i	i	i	i	i	i	i	i	i
CCC(C)N1CC(C(=O)NC2CCCCC2)CC1=O (stereo not given)	i	i	nt	i	i	i	i	i	i	i	i
COCCNc1nc(N)c([N+](=O)[O-])c(NCc2ccccc2)n1	i	i	i	i	i	i	i	i	i	i	i
COc1ccc(-c2oc3ccc(-c4cc(OC)c(OC)c(OC)c4)cc3c2C#Cc2ccsc2)cc1	i	i	i	i	i	i	i	i	i	i	i
COc1cc(C(=O)NCCC2=CCCCC2)ccc1OC1CCN(C(C)=O)CC1	i	i	i	i	i	i	i	i	i	i	i
COc1ccc(C2C3=C(CCCC3=O)N(CC(=O)O)C3=C2C(=O)CCC3)cc1Cl	i	i	i	i	i	i	i	i	i	i	i
O=C(C1CCC(CNc2c(N3CCCCC3)c(=O)c2=O)CC1)N1CCN(C2CCCCC2)CC1 (stereo not given)	i	i	i	i	i	i	i	i	i	i	i
O=C(Nc1cccnc1)Nc1ccc(Br)cc1Cl	i	i	i	i	i	i	i	i	i	i	i
O=C(CN1CCN(c2nc(-c3ccccc3)cs2)CC1)NNC(=O)c1ccco1	i	i	i	i	i	i	i	i	i	i	i
CN(c1ccccc1)S(=O)(=O)c1ccc(Cl)c(C(=O)OCC(=O)NCc2ccco2)c1	i	i	i	i	i	i	i	i	i	i	i
COc1cc(NC(=O)C2CC(c3c(F)cccc3Cl)=NO2)cc(OC)c1OC (stereo not given)	i	i	i	i	i	i	i	i	i	i	i
COC(CNC(=O)CNC(=S)N(Cc1ccccc1)Cc1cccnc1)OC	i	i	i	i	i	i	i	i	i	i	i
O=C(O)CNC(=O)CCN1C(=O)c2ccccc2C1=O	i	i	i	i	i	i	i	i	i	i	i
COc1ccc(CN(C)CC2CCCN(CCc3ccccc3C)C2)cc1O (stereo not given)	i	i	i	i	i	i	i	i	i	i	i
COC(=O)c1ccccc1NC(=O)c1ccc2nccnc2c1	i	i	i	i	i	i	i	i	i	i	i
Cc1cccc(C)c1Nc1c(-c2ccc(N3CCOCC3)cc2)nc2cnccn12	i	i	i	i	i	i	i	i	i	i	-8.3*
Cc1ccc(-c2nn3c(C)nnc3c3ccccc23)cc1S(=O)(=O)NCc1ccco1	i	i	i	i	i	i	i	i	i	i	i
COc1ccc(CNC(=O)c2ccccc2SC)cc1	i	i	i	i	i	i	i	i	i	i	i
COc1ccccc1N1CCN(C(=O)COc2cc(C)cc3oc(=O)cc(C)c23)CC1	i	i	i	i	i	i	i	i	i	i	i
COc1ccccc1C(=O)Nc1ccc2c(c1)CCCN2C(=O)c1cccs1	i	i	-6*	i	i	i	i	i	i	i	i
COc1ccc(C2CC(=O)C=C(NCc3ccc4c(c3)OCO4)C2)cc1 (stereo not given)	i	i	i	i	i	i	i	i	i	i	i
COC(=O)c1ccsc1NC(=O)CCS(=O)(=O)c1ccccc1	i	i	i	i	i	i	i	i	i	i	i
O=C(CN(c1ccc(Cl)c(C(F)(F)F)c1)S(=O)(=O)c1ccccc1)N1CCOCC1	i	i	i	i	i	i	i	i	i	i	i
CC(C)(C)c1ccc(C(=O)N2CCCC2c2cccs2)cc1 (stereo not given)	i	i	i	i	i	i	i	i	i	i	i
CSc1cccc(CNC(=O)C2CCC(=O)N(CCc3ccccn3)C2)c1 (stereo not given)	i	i	i	i	i	i	i	i	i	i	i

Two entries from above, as a markdown table:
| Compound | ANO1 activ | MrgX1 agonist | TRPC4 block | MrgX1 antag | MrgX1 PAM | TRPC4 act | TMEM16A inh | RGS4 block | TRPC4 potent | TRPC6 activator | TRPC6 inhibitor |
| --- | --- | --- | --- | --- | --- | --- | --- | --- | --- | --- | --- |
| COc1ccc(C2CC(=O)C=C(NCc3ccc4c(c3)OCO4)C2)cc1 (stereo not given) | i | i | i | i | i | i | i | i | i | i | i |
| CC(C)(C)c1ccc(C(=O)N2CCCC2c2cccs2)cc1 (stereo not given) | i | i | i | i | i | i | i | i | i | i | i |

The list goes on.
SMILES	ANO1 activ	MrgX1 agonist	TRPC4 block	MrgX1 antag	MrgX1 PAM	TRPC4 act	TMEM16A inh	RGS4 block	TRPC4 potent	TRPC6 activator	TRPC6 inhibitor
Cc1ccc2nc(SCC(=O)Nc3ccc4c(c3)OCCO4)[nH]c2c1	i	i	i	i	i	i	i	i	i	i	i
CCOc1cccc(C(=O)NNC(=O)CCC(=O)O)c1	i	i	i	i	i	i	i	i	i	i	i
COc1ccc(C(CC(=O)N2CCCCC2)c2c(O)cc(OC)cc2OC)cc1 (stereo not given)	i	i	i	i	i	i	i	i	i	i	i
CCCCn1c(NS(=O)(=O)c2ccc(C)cc2)c(S(=O)(=O)c2ccccc2)c2nc3ccccc3nc21	i	i	i	i	i	i	i	i	i	i	i
COc1ccc(CC(=O)Nc2ccccc2N2CCCC2)cc1OC	i	i	i	i	i	i	i	i	i	i	i
O=C(NCC(=O)N(CC1CCCO1)C(C(=O)NC1CCCC1)c1ccc(F)cc1)c1ccco1 (stereo not given)	i	i	i	i	i	i	i	i	i	i	i
O=S1(=O)N=C(Nc2ccc(O)cc2)c2ccccc21	i	i	i	i	i	i	i	i	i	i	i
Cc1ccc(Oc2ccc(NC(=O)c3ccco3)cc2)cc1	i	i	i	i	i	i	i	i	i	i	i
CCn1c(CNC(=O)Cc2ccc(OC)cc2)nnc1SCC(=O)c1ccc(Br)cc1	i	i	i	i	i	i	i	i	i	i	i
COc1ccc(CCNC(=O)c2ccc(N(C)S(=O)(=O)c3ccc(C)cc3)cc2)cc1OC	i	i	i	i	i	i	i	i	i	i	i
CCCOc1ccc(/C(O)=C2/C(=O)C(=O)N(CCCOC)C2c2ccncc2)cc1 (stereo not given)	i	i	i	i	i	i	i	i	i	i	i
Cc1cc(NC(=O)c2nn(C)c(C)c2[N+](=O)[O-])no1	i	i	i	i	i	i	i	i	i	i	i
CCCCC(=O)Nc1ccc(N2CCN(C(=O)c3ccco3)CC2)cc1	i	i	i	i	i	i	i	i	i	i	i
CCOC(=O)C1CCN(C(=O)CNC(=O)c2nn(-c3ccc(OC)c(OC)c3)c(=O)c3ccccc23)CC1	i	i	i	i	i	i	i	i	i	i	i
Cc1ccsc1/C=N/Nc1nc2ccccc2s1	i	i	i	i	i	i	i	i	i	i	i
Cc1cc(C)c2c(c1)NC(=O)C2(O)CC(=O)c1cccs1 (stereo not given)	i	i	nt	i	i	nt	i	nt	nt	nt	nt
Cc1cc(C)n(-c2ccc(N3CCOCC3)nn2)n1	i	i	i	i	i	i	i	i	i	i	i
CCC1CCCCN1C(=S)NC1CCCCC1 (stereo not given)	i	i	i	i	i	i	i	i	i	i	i
